JMJD2C inh = blocks human GASC-1 demethylase activity; Q9H3R0; GST-JMJD2C(1-420) H3K9me3 demethylation, DELFIA europium; inhibition, % at 2.35 µM; actives 0.069% (n = 330,000);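 active = more than half of a compound's replicate wells show inhibition beyond 50%, single wells judged on their own value; inconclusive = some, but no more than half, of replicates pass 50% inhibition; inactive = no replicate passes 50% inhibition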;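 also: signal counts dimethyl H3K9 product captured on neutravidin plate; 0% = median of DMSO wells and 100% = 0.3 times that DMSO median; strong numbers were not always called active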
Target sequence (Q9H3R0 1-420 limits assumed): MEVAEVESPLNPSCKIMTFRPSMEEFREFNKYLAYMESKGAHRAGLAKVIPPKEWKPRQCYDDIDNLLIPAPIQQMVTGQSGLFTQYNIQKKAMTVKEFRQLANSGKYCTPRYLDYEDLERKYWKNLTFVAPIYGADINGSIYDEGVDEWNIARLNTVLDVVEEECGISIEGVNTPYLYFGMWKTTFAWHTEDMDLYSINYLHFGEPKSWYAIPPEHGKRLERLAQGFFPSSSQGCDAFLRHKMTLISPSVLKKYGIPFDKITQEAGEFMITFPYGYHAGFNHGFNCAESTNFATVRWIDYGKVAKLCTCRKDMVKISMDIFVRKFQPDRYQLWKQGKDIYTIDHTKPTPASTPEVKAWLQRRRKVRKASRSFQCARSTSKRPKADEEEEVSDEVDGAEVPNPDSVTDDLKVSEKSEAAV
PP5 inh = blocks human protein phosphatase 5 activity; P53041; purified PP5c, OMFP substrate fluorescence; inhibition, % at 6.7 µM; actives 0.18% (n = 320,000); AID 1987;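 active = inhibition above the campaign's mean inhibition across all tested compounds plus 3 SD, cut at about 9.5% in these data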;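 also: 0% = DMSO only and 100% = 100 µM cantharidin control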
Efflux pump inh = blocks antifungal efflux pumps in multiplex yeast assay | S. cerevisiae Candida pump triplex, Nile Red efflux | inhibition, % at 10 µM | actives 0.44% (n = 330,000) | AID 485275;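 active = plate passing quality check with inhibition over a set limit, or well fluorescence over plate mean plus 4 SD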;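 also: Nile Red retained in pooled yeast measured as flow cytometry median fluorescence; 0% = buffer negative control and 100% = Enniatin B positive control; higher means more Nile Red kept so more efflux inhibition; some compounds called inactive have numbers as strong as hits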
procasp7 counter = activates human procaspase-7, counter-screen for procaspase-3 activators. P55210. recombinant procaspase-7, Ac-DEVD-pNA absorbance 405 nm; D23A/D198A/D206A triple mutant, cannot self-cleave; scale: DMSO 0, 5 µM enzyme 100. activation, % at 8.5 µM. actives 0.093% (n = 330,000). AID 463210;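 active = percent activation above the screen-wide mean plus 3 SD, cut at about 25% in these data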
Target sequence (P55210 whole entry D23A/D198A/D206A): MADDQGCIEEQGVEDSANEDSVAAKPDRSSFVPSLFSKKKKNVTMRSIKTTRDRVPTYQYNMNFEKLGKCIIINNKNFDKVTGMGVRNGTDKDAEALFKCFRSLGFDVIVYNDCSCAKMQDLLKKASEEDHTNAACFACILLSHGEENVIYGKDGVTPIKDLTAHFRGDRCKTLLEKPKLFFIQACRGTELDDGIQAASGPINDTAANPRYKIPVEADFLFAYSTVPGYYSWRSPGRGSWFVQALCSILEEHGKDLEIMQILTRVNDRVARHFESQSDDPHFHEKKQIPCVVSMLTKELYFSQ
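Replicates: singlicate. Assay system: Procaspase-7 triple mutant (PC-7 D3A). Signal: 405 nm absorbance of p-nitroaniline. Times: 1 h preincubation, 2 h reaction. Buffer or medium: Zinc-free HEPES pH 7.4 with 300 mM NaCl, 0.01% Triton X-100. Also added: DEVD-pNA substrate. Benchmarks: DMSO wells as 0%, DMSO with 5 µM added PC-7 as 100%.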
TPT1 inh = inhibitors of Candida albicans tRNA 2'-phosphotransferase TPT1. inhibition, % at 5 µM. AID 1962. actives 0.81% (n = 300,000). recombinant caTPT1, FP RNA substrate dephosphorylation;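 active = inhibition above the mean of all tested compounds plus 3 SD, set per screening campaign, cut at about 24% in these data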;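 also: plate controls were DMSO alone for no effect and ferristatin control at 100 nM for full effect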
Fh CTSL1 inh = cathepsin L1 inhibition, PFM18AAP counter-screen | actives 0.49% (n = 300,000) | inhibition, % at 5.96 µM | recombinant F. hepatica cathepsin L1, Z-Leu-Arg-MCA fluorescence | AID 1906;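 active = inhibition above the mean of all tested compounds plus 3 SD, set per screening campaign, cut at about 17% in these data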;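 also: 0% = plate median of test compound wells and 100% = 1 µM Z-Phe-Ala-diazomethylketone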
procasp3 activ = activates human procaspase-3. recombinant procaspase-3 D3A, Ac-DEVD-pNA absorbance 405 nm. actives 0.11% (n = 330,000). activation, % at 8.5 µM. P42574;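 active = activation above the mean of all tested compounds plus 3 SD, cut at about 21% in these data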;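 also: 0% = DMSO alone and 100% = DMSO wells spiked with extra 5 µM PC-3 D3A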
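Test system: Procaspase-3 D3A mutant, all three cleavage aspartates alanine | Dosing: Single dose, 8.5 µM nominal compound, 0.8% DMSO | Schedule: 1 h preincubation, 2 h reaction | Technique: 405 nm absorbance of p-nitroaniline, reads at 0 and 120 min | Repeats: One well per compound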
core dimer inh = HCV core protein dimerization inhibition; TR-FRET GST/Flag-core106 dimerization, 1536-well; actives 0.33% (n = 300,000); inhibition, % at 5 µM;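 active = inhibition above the mean of all tested compounds plus 3 SD, set per screening campaign, cut at about 45% in these data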
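assay system = GST-tagged and Flag-tagged HCV core protein residues 1-106 | controls = unlabelled core106 and no-GST-core106 wells | incubation = compound-protein-antibody incubation 4 h at 22.5 °C | probe or stimulus = Eu donor and XL665 acceptor anti-tag antibodies | read-out = % inhibition based on acceptor/donor emission ratio | signal = TR-FRET 671 and 617 nm emission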
PP1 counter = PP1-alpha (human) inhibition in PP5 counter-screen | inhibition, % at 6.7 µM | actives 0.9% (n = 320,000) | purified PP1alpha, OMFP fluorescence | AID 2235;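 active = inhibition above the mean inhibition of all tested compounds plus 3 SD, computed separately for each screening campaign, cut at about 15% in these data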
Target sequence (P62136 whole entry, looked up): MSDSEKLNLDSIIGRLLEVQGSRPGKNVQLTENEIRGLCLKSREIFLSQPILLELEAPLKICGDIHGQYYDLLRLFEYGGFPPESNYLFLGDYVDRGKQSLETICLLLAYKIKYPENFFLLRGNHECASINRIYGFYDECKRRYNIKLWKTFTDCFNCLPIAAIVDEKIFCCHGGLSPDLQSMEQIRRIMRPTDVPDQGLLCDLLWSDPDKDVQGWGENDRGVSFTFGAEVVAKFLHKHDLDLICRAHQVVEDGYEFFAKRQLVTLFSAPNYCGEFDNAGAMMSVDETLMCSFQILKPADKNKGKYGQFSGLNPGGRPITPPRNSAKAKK
* = called active by the depositor; ? = inconclusive; · = no result given.

SMILES | JMJD2C inh | PP5 inh | Efflux pump inh | procasp7 counter | TPT1 inh | Fh CTSL1 inh | procasp3 activ | core dimer inh | PP1 counter
O=C(CSc1ncccc1C(=O)O)NCc1ccc(F)cc1 | 0 | -0.8 | 0.0 | 6 | 1 | -4 | -4 | 2 | 0
COc1cccc(/C=N/n2c(C)nc3ccccc32)c1OC | -3 | 0.6 | 0.1 | -17 | 0 | 5 | 7 | -2 | -2
COc1ccc(CCNc2nnc(C)c(=O)[nH]2)cc1OC | 12 | 0.6 | -0.1 | 8 | -1 | -5 | -9 | -4 | -4
O=C(O)CCCCCn1c(O)c(C=C2N=c3ccccc3=N2)sc1=S | -44 | 2.8 | 0.6 | -31 | 19 | 5 | -29 | -11 | 5
CC(=O)Nc1cccc(-c2cnc(N)c(C(=O)c3cccnc3)n2)c1 | 1 | · | 0.1 | -1 | · | · | 3 | · | ·
COc1cc(CNCc2ccccc2)ccc1OCC(O)c1ccccc1 (stereo unspecified) | -26 | 1.9 | 0.0 | 4 | 1 | -3 | 6 | -4 | 0
CCc1c(C)sc(NC(=O)C2CC2)c1C(=O)OC(C)C | 5 | 0.8 | 0.0 | -5 | 0 | -4 | 4 | 3 | 0
CC(=O)Nc1ccc(S(=O)(=O)Nc2cccc(C(=O)Nc3ccccc3C(=O)O)c2)cc1 | 3 | -0.3 | 0.1 | -3 | -3 | -2 | -2 | -4 | 3
COc1ccc(C(=O)NCc2ccccc2)cc1Br | 5 | -4.0 | 0.5 | 4 | 0 | -6 | -4 | -4 | 6
O=c1cc(-c2ccc(O)cc2)oc2ccc(O)cc12 | -3 | 1.3 | -0.2 | 6 | -2 | 2 | -3 | -1 | -1
CC(C)(C)OC(=O)NCC(=O)NCC(=O)OCc1ccccc1 | 0 | 0.9 | 0.0 | 8 | 2 | -7 | 1 | -2 | -2
CC(=O)OCCNc1nc(-c2ccccc2)nc2ccccc12 | 2 | 4.1 | 0.1 | 0 | -3 | -1 | 4 | 3 | -1
CCOc1ccc(C(=O)CSCCC(=O)O)cc1 | 7 | 4.2 | 0.0 | -3 | -4 | -5 | -6 | -8 | -4
CSCCC(NS(=O)(=O)c1ccc2c(c1)oc(=O)n2C)C(=O)NCc1ccccc1 (stereo unspecified) | -11 | -2.8 | 0.4 | 1 | -1 | 6 | 3 | -3 | 0
Cc1ccc(CNC(=O)C2CCCN2C(=O)Nc2cccc(Cl)c2)cc1 (stereo unspecified) | -4 | 0.5 | 0.0 | 5 | 1 | -2 | 1 | 0 | -3
O=C(Nc1ccccc1)Nc1cccc2ccccc12 | -1 | -2.1 | -0.1 | -5 | 1 | 4 | 0 | 2 | -1
N#Cc1nc(COc2ccc(Cl)cc2Cl)oc1N1CCN(c2ccccc2)CC1 | -3 | 2.7 | 0.0 | 6 | -2 | 0 | 5 | 5 | 3
COc1cc(NC(=O)CSc2nnnn2Cc2ccccc2)cc(OC)c1 | -8 | 0.4 | 0.1 | 1 | 0 | -3 | 14 | 1 | 0
CCn1nc(C(=O)OCC(=O)c2ccc(F)cc2)c2ccccc2c1=O | -3 | -0.4 | -0.1 | 6 | -2 | 3 | 4 | -8 | 12
O=C(O)[C@H]1CCCC[C@H]1C(=O)Nc1ccc(S(=O)(=O)N2CCCCC2)cc1 | 4 | -3.2 | 0.1 | 1 | -1 | -4 | -4 | -13 | -4
CC(C)(C)n1nnnc1C(c1ccc(C#N)cc1)N1CCCC2(CCCCC2)C1 (stereo unspecified) | -10 | 0.5 | 0.1 | 0 | -3 | 0 | 15 | 0 | 1
O=C(COC(=O)CCc1nc2ccccc2c(=O)[nH]1)Nc1ccccc1Cl | -10 | 2.4 | 0.1 | 1 | 3 | 0 | 7 | 2 | -10
C[C@H](CO)N1C[C@H](C)[C@@H](CN(C)S(=O)(=O)c2ccc(F)cc2)Oc2ccc(NS(=O)(=O)c3cccs3)cc2C1=O | 46 | · | 0.1 | 14 | · | · | 1 | · | ·
Cc1ccccc1N(CC(=O)NC(C)(C)C)C(=O)c1ccc(-c2ccccc2)[nH]1 | 0 | -1.4 | 0.0 | 2 | -2 | -4 | 9 | -5 | 0

Pulled by structure from the list above (3):
SMILES | JMJD2C inh | PP5 inh | Efflux pump inh | procasp7 counter | TPT1 inh | Fh CTSL1 inh | procasp3 activ | core dimer inh | PP1 counter
N#Cc1nc(COc2ccc(Cl)cc2Cl)oc1N1CCN(c2ccccc2)CC1 | -3 | 2.7 | 0.0 | 6 | -2 | 0 | 5 | 5 | 3
O=c1cc(-c2ccc(O)cc2)oc2ccc(O)cc12 | -3 | 1.3 | -0.2 | 6 | -2 | 2 | -3 | -1 | -1
O=C(CSc1ncccc1C(=O)O)NCc1ccc(F)cc1 | 0 | -0.8 | 0.0 | 6 | 1 | -4 | -4 | 2 | 0

Remaining list, next part:
SMILES | JMJD2C inh | PP5 inh | Efflux pump inh | procasp7 counter | TPT1 inh | Fh CTSL1 inh | procasp3 activ | core dimer inh | PP1 counter
CCCCn1c(=O)c2c(c3ccccc31)OCC(=O)N2 | -8 | 0.3 | 0.2 | -3 | 3 | 6 | 8 | 1 | -2
CCCN(CC(=O)Nc1ccccc1C)C(=O)C1CCN(c2ncnc3sc(C)c(C)c23)CC1 | 0 | 1.8 | -0.1 | 7 | -2 | 1 | -15 | -2 | -2
O=C(NC1CC1)c1ccc(F)cc1Cl | -2 | -2.9 | 0.0 | 4 | 1 | -2 | -2 | -3 | -4
CC(C)[C@H](NS(=O)(=O)c1ccccc1)C(=O)OCC(=O)Nc1ccccc1Sc1ccccc1 | 1 | 5.2 | 0.2 | 2 | 0 | -21 | -2 | 10 | 6
CCC1Oc2ccc(C)cc2N(CC(=O)NCCN2CCOCC2)C1=O (stereo unspecified) | 7 | 2.1 | 0.1 | 4 | 2 | -1 | -1 | 8 | -2
O=C(CC1NCCNC1=O)Nc1ccc2c(c1)OCO2 (stereo unspecified) | 2 | -1.0 | -0.1 | -10 | -2 | 2 | -2 | -2 | -2
C(=C\c1ccccn1)/c1ccncc1 | 1 | 1.6 | -0.1 | 8 | -1 | 0 | 8 | -2 | 0
CN1CC(=O)Nc2ccc(Br)cc2C1=O | -19 | 0.7 | 0.4 | 8 | 4 | -1 | 1 | 1 | -4
Cc1nc2nc(SCC(=O)NCCCN3CCCCC3)nn2c(C)c1Cc1ccccc1 | 15 | 0.7 | -0.2 | 3 | 1 | 4 | 9 | -9 | -2
Cc1noc(C)c1COc1ccc(CC(=O)NCCc2ccccn2)cc1 | -14 | 0.7 | -0.1 | -1 | 1 | 1 | 0 | -5 | 3
OCCC1CN(Cc2cnc(-c3cccc4ccccc34)nc2)CCN1C1CCCCC1 (stereo unspecified) | 2 | -2.7 | 0.0 | -1 | -1 | 2 | 3 | -3 | -6
CCOC(=O)Cn1ccc(-c2ccccc2)c(C#N)c1=O | -4 | -4.7 | -0.2 | 12 | -1 | 7 | 1 | -3 | -2
O=C(C[C@H]1C/C=C\CCCCC(=O)OC[C@H]2CCCN2C1=O)N[C@H](CO)Cc1ccccc1 | 0 | · | -0.2 | 15 | · | · | 3 | · | ·
CN(C)CCCN(C(=O)c1ccc2ccccc2c1)c1nc2cc3c(cc2s1)OCO3 | -8 | 2.5 | -0.2 | 8 | -3 | 1 | 7 | -11 | 2
COc1ccc(S(=O)(=O)NCC2CCCO2)cc1NC(=O)c1ccc(Cl)cc1 (stereo unspecified) | -13 | 1.7 | 0.1 | 11 | 1 | -4 | 6 | -2 | -5
C/C(=N/NC(=O)c1ccccn1)c1ccc(O)cc1 | -10 | 0.9 | 0.8 | -9 | -2 | 0 | -7 | 0 | 0
Cn1nc(C(F)(F)F)c(-c2ccc(Br)cc2)c1NC(=O)c1ccco1 | ? | 3.6 | -0.3 | 2 | 0 | 29* | -9 | -6 | 1
O=C(Cn1cccc1C(=O)c1ccccc1)NCc1ccc2c(c1)OCO2 | 3 | -0.5 | 0.1 | -3 | 0 | 2 | -12 | 3 | 2
Cc1cc(C)cc(NC(=O)C2CCCN2/C=C/C(=O)C(F)(F)F)c1 (stereo unspecified) | 0 | 2.5 | -0.2 | -2 | -2 | 0 | -1 | -13 | 1
CC1CC(C)CN(CCCNC(=O)Cn2cccc2C(=O)c2ccccc2)C1 (stereo unspecified) | 5 | -3.2 | 0.3 | 7 | -1 | -11 | 2 | -1 | 6
CS(=O)(=O)N(Cc1ccc(F)cc1)Cc1nc2ccccc2c(=O)[nH]1 | -11 | -9.1 | 0.0 | 1 | 1 | 6 | -11 | -1 | 5
CC(=O)NC(=S)Nc1ccc(S(=O)(=O)Nc2ncccn2)cc1 | -1 | 0.2 | -0.1 | 6 | -1 | -2 | 1 | -1 | -5
Cc1ccc(Cn2nnc3c(=O)n(CC(=O)N4CCCCC4)cnc32)cc1 | -6 | -0.2 | -0.7 | 11 | -2 | -2 | 6 | 0 | -3
Cc1ccnc2nc(C(=O)OCC(=O)Nc3ccc4c(c3)OC(F)(F)O4)nn12 | 6 | -2.8 | 0.0 | 8 | 1 | 0 | 1 | 4 | -5
Nc1ccc(/C=C/C(=O)c2cccs2)cc1 | 6 | -1.1 | 0.0 | -11 | 78* | 3 | -11 | 8 | -1
O=C(NCCc1ccc(F)cc1)Nc1ccc2c(c1)OCO2 | 3 | 2.4 | 0.3 | 2 | 2 | 3 | 12 | 0 | -1
O=C(CN1C(=O)CCSc2ccccc21)Nc1ccc(F)cc1 | 2 | 1.0 | 0.0 | 5 | 0 | -5 | -3 | -2 | -2
O=S(=O)(O)c1cccc2cccc(Nc3ccccc3)c12 | -4 | -0.5 | -0.2 | -1 | 0 | 8 | 7 | -9 | 3
Cc1ccccc1OCCCCCCN1CCNCC1 | -13 | 0.7 | 0.1 | 7 | -4 | -1 | 3 | -6 | -1
Cc1cc(C)c(NC(=O)CSc2nnnn2-c2cccnc2)c(C)c1 | 3 | 1.5 | 0.0 | 0 | -2 | -3 | 3 | 2 | -4
O=C(O)c1cc(C(=O)O)cc(N2C(=O)CSC2=S)c1 | 9 | -1.6 | 0.1 | -14 | -3 | -3 | -3 | 0 | 1
CCOC(=O)c1sc2nc(C)nc(N3CCCCC3C)c2c1C (stereo unspecified) | -1 | 1.1 | -0.1 | 5 | -12 | 0 | 3 | 15 | -3
COCCCN1C(=O)C(=O)/C(=C(/O)c2ccc(C)cc2)C1c1ccccc1 (stereo unspecified) | -9 | 0.1 | 0.1 | 2 | -4 | 4 | -4 | -1 | -2
CC(C)CC(NC(=O)OC(C)(C)C)c1cn([C@@H](CCCCNC(=O)OC(C)(C)C)C(=O)N2CCN(C(=O)OC(C)(C)C)CC2)nn1 (stereo partly specified) | 2 | 1.3 | · | -9 | -2 | 6 | 0 | 8 | 0
